# SKKanGAS inh: inhibitors of SKKanGAS S. pyogenes growth in kanamycin (SK-promoter or general growth effect); 1.3% of 300,000 active; AID 1662; inhibition, % at 7.5 µM; BacTiter-Glo, 6 h;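 active = mean replicate score, as percent of positive control median, at least 50; inconclusive = mean below 50 but one replicate at or above 50; inactive = mean and every replicate below 50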;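 also: strain carries kanamycin resistance gene driven by streptokinase promoter and grows in 40 µg/ml kanamycin; loss of luminescence reflects streptokinase promoter inhibition or plain growth inhibition; 0% = median of DMSO wells and 100% = positive control at its reference dose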
# MrgX1 allo act: human MrgX1 positive allosteric modulation, primary screen; MrgX1-HEK293, Fluo-4 calcium flux, FDSS; active compounds read high; B-score at 10 µM; Q96LB2; AID 588675; 0.63% of 310,000 active;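 active = plate-corrected calcium response at least 3 library SD above typical, normal starting fluorescence, not activating the receptor alone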;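 also: compound read alongside a low EC10 to EC30 dose of BAM8-22 agonist; peak minus trough fluorescence over baseline measured at the second addition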
# TRPC6 inh: blocks the mouse TRPC6 cation channel; HEK293-TRPC6, membrane potential dye, ACh-evoked depolarization; active compounds read low; B-score at 10 µM; 1.1% of 310,000 active;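 active = B-score under library mean minus 3 SD, initial fluorescence not abnormally high, positive integrated signal ratio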;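 also: B-score derived from integrated fluorescence ratio over the kinetic read; more negative B-score means stronger inhibition of depolarization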
# Target sequence (Q61143 whole entry, looked up): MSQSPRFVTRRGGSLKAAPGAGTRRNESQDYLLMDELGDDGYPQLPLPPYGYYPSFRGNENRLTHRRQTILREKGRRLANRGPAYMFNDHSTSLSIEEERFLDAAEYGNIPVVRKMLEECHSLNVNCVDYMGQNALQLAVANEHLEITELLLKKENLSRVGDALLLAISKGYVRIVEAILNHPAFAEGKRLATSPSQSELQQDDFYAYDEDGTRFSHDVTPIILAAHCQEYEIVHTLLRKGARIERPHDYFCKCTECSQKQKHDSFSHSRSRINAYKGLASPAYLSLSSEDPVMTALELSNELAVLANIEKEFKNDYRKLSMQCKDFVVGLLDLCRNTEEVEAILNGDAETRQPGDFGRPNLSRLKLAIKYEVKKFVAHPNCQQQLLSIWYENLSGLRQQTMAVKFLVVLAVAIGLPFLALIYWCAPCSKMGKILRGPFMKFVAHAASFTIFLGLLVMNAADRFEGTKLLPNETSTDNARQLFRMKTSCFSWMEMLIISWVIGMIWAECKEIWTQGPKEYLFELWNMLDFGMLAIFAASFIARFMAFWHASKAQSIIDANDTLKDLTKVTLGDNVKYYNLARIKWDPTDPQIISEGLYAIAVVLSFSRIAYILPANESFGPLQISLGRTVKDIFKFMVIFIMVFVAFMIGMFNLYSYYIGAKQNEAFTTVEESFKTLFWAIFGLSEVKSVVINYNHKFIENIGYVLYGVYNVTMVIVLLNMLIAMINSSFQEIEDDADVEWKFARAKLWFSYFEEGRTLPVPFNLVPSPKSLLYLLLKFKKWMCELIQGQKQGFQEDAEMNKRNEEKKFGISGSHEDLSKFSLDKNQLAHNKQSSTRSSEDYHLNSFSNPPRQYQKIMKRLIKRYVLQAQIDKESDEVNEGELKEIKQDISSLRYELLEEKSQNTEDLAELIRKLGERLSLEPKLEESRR
# RGS4 inh: human RGS4 inhibition. P49798. HEK293 M3R/RGS4 inducible, Fluo-4 calcium flux; active compounds read high; triggered by carbachol at its EC20. B-score at 10 µM. 0.45% of 310,000 active. AID 463165;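 active = B-score, a plate-corrected calcium signal, over three deviations above library mean, with baseline fluorescence within five deviations of library mean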;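 also: RGS4 expression induced by doxycycline in cells with stable M3 receptor; B-score is computed from the integrated fluorescence ratio over baseline after carbachol; higher B-score means a larger calcium signal and so more RGS4 inhibition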
# MrgX1 agonist: activates human MrgX1 receptor signaling; MrgX1-HEK293 cells, Fluo-4 calcium fluorescence, agonist mode; active compounds read high; B-score at 10 µM; AID 588627; Q96LB2; 0.44% of 310,000 active;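 active = calcium response B-score plate-corrected fluorescence ratio at least 3 library SD, with starting fluorescence B-score inside 5 SD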
#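 times = overnight plating, then 30 min 37 °C plus 30 min room-temperature dye loading | assay system = stable human MrgX1 HEK293 cell line | input = fifteen thousand cells per well | signal = kinetic calcium dye fluorescence, Fluo-4 NW | dosing = compound delivered in addition one of three | read-out = B-scored fluorescence response ratio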
# TRPC6 act: activators of mouse TRPC6 channel; 0.13% of 310,000 active; HEK293-TRPC6 membrane potential dye fluorescence; active compounds read high; AID 2550; B-score at 10 µM;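 active = B-score of the integrated fluorescence ratio above library mean plus 3 SD, and starting fluorescence ratio within library mean plus 5 SD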;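 also: higher score means more depolarization so channel activation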
# HIF activator: HIF pathway transcriptional activation | AID 1910 | 0.32% of 300,000 active | activation, % at 7.5 µM (by protocol) | U2OS HRE-luciferase reporter, luminescence; normalized: DMSO 0%, desferrioxamine 100%;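 active = mean activation of at least 10% of the iron chelator positive control signal, with at least half of replicates also reaching 10%; inconclusive = mean and replicate majority disagree about reaching 10%; inactive = mean and most replicates under 10%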
# RGS4 act: RGS4 potentiation or activation | HEK293 M3R/inducible RGS4, carbachol calcium flux Fluo4; active compounds read low | B-score at 10 µM | 0.92% of 310,000 active;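 active = B-score of the integrated calcium signal more than 4 SD below the library mean, with starting fluorescence not abnormally high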;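 also: negative B-score means reduced calcium response which marks RGS4 activation or potentiation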
#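 test system = M3R-expressing HEK293 line, RGS4 induced by doxycycline | probe or stimulus = carbachol at ECmax as muscarinic agonist stimulus | timing = dye loading 30 min 37 °C, buffer rest 30 min RT | signal = calcium dye Fluo4 fluorescence | evaluation = B score from integrated fluorescence ratio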
# MrgX1 antagonist: human MrgX1 receptor antagonism, primary screen; MRGX1-HEK293 calcium flux, Fluo-4, BAM8-22 antagonism; active compounds read low; B-score at 10 µM; 1.3% of 310,000 active; AID 588676;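 active = calcium-response B-score plate-corrected more than 3 library SD below zero, starting fluorescence within 5 deviations, no agonist response on first addition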;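 also: peak minus trough fluorescence over baseline after final BAM8-22 challenge near maximal dose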
# Platelet DG rel: platelet dense granule release activity. inhibition, %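 (compounds screened at 7.5 µM in platelet-rich plasma)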. human platelet-rich plasma, SFLLRN dense granule ATP release, luminescence. 0.22% of 300,000 active;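 active = mean replicate score, as percent of positive control, at or above 50; inconclusive = mean below 50 but at least one replicate at or above 50; inactive = mean and every replicate below 50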
# TRPC4 block: TRPC4 (mouse) channel inhibition. B-score at 10 µM. Q9QUQ5. HEK293 TRPC4beta/mu-opioid, DAMGO-evoked Fluo4 calcium flux; active compounds read low. AID 2247. 0.39% of 300,000 active;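 active = B-score over 3 SD under the library average, no early fluorescence shift, positive overall ratio signal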
#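 Signal: kinetic Fluo4 fluorescence imaging of calcium influx. Material: stable TRPC4beta/mu-opioid receptor HEK293 cells. Probe or stimulus: DAMGO in two steps, submaximal then maximal.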
# Numbers without * were called inactive; i = inactive; ? = inconclusive; . = no result given.
# Order of values: SKKanGAS inh	MrgX1 allo act	TRPC6 inh	RGS4 inh	MrgX1 agonist	TRPC6 act	HIF activator	RGS4 act	MrgX1 antagonist	Platelet DG rel	TRPC4 block
> O=C(c1ccc(NC(=S)NCc2ccco2)cc1)N1CCCCC1
    -0.3	i	i	i	i	i	-0.5	i	i	0.8	i
> CCc1cc(=O)oc2c(C)c(OC(C)C(=O)NCC3CCC(C(=O)O)CC3)ccc12 (centres undefined)
    5.8	i	i	i	i	i	0.2	i	i	-0.2	i
> Cc1cc(C2C(C#N)=C(N)OC3=C2C(=O)CCC3)c(C)s1 (centres undefined)
    -4.1	i	i	i	i	i	0.2	i	i	-6.2	i
> Cc1nc2ccc(C(=O)N/N=C/c3cc([N+](=O)[O-])ccc3O)cc2[nH]1
    -8.8	i	i	i	i	i	-0.6	i	i	-3.3	i
> Cc1ccc(-n2nc3c(=O)n(CCCC(=O)NCc4cccc(F)c4)nc(C)c3c2C)cc1
    2.4	i	i	i	i	i	-0.4	i	i	7.8	i
> CN(C)C(=O)CSc1n[nH]c(=O)[nH]c1=O
    -2.2	i	i	i	i	i	0.0	i	i	-7.9	i
> CCc1nnc(NC(=O)CSc2nnc3nc(C)cc(C)n23)s1
    1.7	i	i	i	i	i	-0.5	i	i	-4.3	i
> Cc1ccc(OCC(=O)NNC(=O)c2ccco2)c(C)c1
    -1.3	i	i	29.7*	i	i	0.9	i	i	-2.0	i
> O=C(NN1C(=O)c2ccccc2NC1c1ccc([N+](=O)[O-])o1)c1ccc(Br)cc1 (centres undefined)
    10.2	i	i	i	i	i	-0.4	i	i	0.4	i
> CC(C)(C)OC(=O)N1CCC[C@H]1c1nnc(SCc2cccc(Cl)c2)o1
    6.9	i	i	i	i	i	-0.1	i	i	-2.9	i
> COc1ccc(-c2ccc(CCC(=O)O)n2Cc2ccco2)cc1
    -7.3	i	i	i	i	i	0.3	i	i	-7.8	i
> Clc1ccccc1Nc1ncnc2c1nnn2Cc1ccccc1
    7.0	i	i	i	i	i	-0.2	i	i	-2.7	i
> CCOC(=O)C(C)Oc1cccc2c(=O)n(CC(=O)Nc3ccc(OCC)cc3)ccc12 (centres undefined)
    0.8	i	i	i	i	i	-0.2	i	i	2.7	i
> CCN(CC)Cc1c(O)ccc2c(=O)c(-c3ccccc3OC)coc12
    4.1	i	i	i	i	i	-2.2	i	i	-4.7	i
> Cc1cccc(N(C(=O)c2csnn2)C(C(=O)NCc2ccccc2)c2ccc(C)o2)c1 (centres undefined)
    -5.6	i	i	i	i	i	-0.1	i	i	3.7	i
> O=C(/C=C/c1ccc(OCCCF)cc1)NCc1ccc(Cl)c(Cl)c1
    -1.7	i	i	i	i	i	-0.3	i	i	1.5	i
> COc1ccc(C(CC(=O)c2ccc(O)cc2)S(=O)(=O)c2ccc(C)cc2)cc1 (centres undefined)
    -14.5	i	i	i	i	i	2.6	i	i	-5.3	i
> CCc1ccc(/C=C/C(=O)C2C(=O)c3ccccc3C2=O)cc1
    0.3	i	i	i	i	i	-0.5	i	i	9.0	i
> COc1ccc(-n2c(=S)[nH]c3cc(C(=O)N4CCN(c5ccccc5)CC4)ccc3c2=O)c(OC)c1
    29.6	i	i	i	i	i	1.4	i	i	-1.1	i
> CC(C)C(NC(=O)c1ccc(Cl)cc1)C(=O)NC1=NCCS1 (centres undefined)
    -3.3	i	i	i	i	i	-0.3	i	i	0.9	i
> COC(=O)c1c(C)nsc1NC(=O)Oc1ccccc1
    6.8	i	i	i	i	i	-0.8	i	i	-6.6	i
> N#Cc1c(N2CCOCC2)nc(-c2ccco2)c2c1CCCC2
    -3.6	i	i	i	i	i	-0.7	i	i	3.7	i
> COc1ccc2cc3c(N)nn(C(=O)c4ccc(Cl)c([N+](=O)[O-])c4)c3nc2c1
    -1.9	i	i	i	i	i	2.1	i	i	29.1	i
> Cc1cccc(Oc2nc3ccccn3c(=O)c2/C=C(\C#N)C(=O)NC2CCS(=O)(=O)C2)c1 (centres undefined)
    -7.2	i	i	i	i	i	-0.3	i	i	1.2	i
> CCc1ccccc1NC(=O)NC1CCCCC1
    -10.2	i	i	i	i	i	-0.3	i	i	0.9	i
> COC(=O)c1c(NC(=O)/C=C/c2ccco2)sc2c1CCC2
    -5.2	i	i	i	i	i	0.1	i	i	-9.9	i
> CCOc1ccc(C2C(C#N)=C(N)Oc3nc[nH]c(=O)c32)cc1 (centres undefined)
    -2.2	i	i	i	i	i	-0.8	i	i	-14.4	i
> CC(C)=CCN1CCN(Cc2cccc3nccnc23)CC1CCO (centres undefined)
    -1.8	i	i	i	i	i	-0.5	i	i	-5.7	i
> CCN(CC)C(=O)Cn1cc(C(=O)C(=O)N2CCN(c3ccccc3)CC2)c2ccccc21
    -4.3	i	i	i	i	i	0.0	i	i	-7.8	i
> Cc1sc2ncn(CCC(=O)O)c(=O)c2c1C
    3.0	i	i	i	i	i	.	i	i	.	i
> Cc1ccc2nc(NC(=O)c3ccc4ncsc4c3)sc2c1
    0.6	i	i	i	i	i	4.2	i	i	-4.7	i
> CC(C)c1ccc(C(=O)N2CCN(c3cnn(C)c(=O)c3Cl)CC2)cc1
    0.3	i	i	i	i	i	-0.3	i	i	27.9	i
> Cc1cc(NS(=O)(=O)c2ccc(NC(=O)/C=C/c3ccccc3Cl)cc2)no1
    ?	i	i	i	i	i	0.5	i	i	1.6	i
> Cc1nc2nc(C)c(NS(=O)(=O)c3ccc4c(c3)CCCC4)c(=O)n2[nH]1
    3.3	i	i	i	i	i	0.3	i	i	0.4	i
> O=C(CNC(=O)Cc1ccc(Cl)cc1)NCc1ccco1
    1.4	i	i	i	i	i	-0.6	i	i	-1.2	i
> COc1ccc(C(=O)NCCc2c[nH]c3ccccc23)cc1
    -2.9	i	i	i	i	i	3.8	i	i	-1.6	i
> Cc1ccc(-c2cc(C(=O)N/N=C/c3ccco3)n[nH]2)s1
    5.3	i	i	i	i	i	1.9	i	i	-4.2	i
> Cc1ccc(NNC(=O)Nc2ccc(Cl)cc2)nn1
    3.4	i	i	i	i	i	-0.3	i	i	6.5	i
> O=S(=O)(NCc1c(Cl)cccc1Oc1ccccc1)c1ccc(F)cc1
    7.0	i	i	i	i	i	-0.6	i	i	-5.9	i
> COc1cccc(CN2CCN(Cc3cccc4c3OCO4)CC2CCO)c1 (centres undefined)
    -4.6	i	i	i	i	i	0.3	i	i	-3.7	i
> CCn1c(CCn2ccnc2C)n[nH]c1=S
    2.8	i	i	i	i	i	-3.6	i	i	-8.5	i
> CC(=O)O[C@]1(C(C)=O)CC[C@H]2[C@@H]3C[C@H](C)C4=CC(=O)CC[C@]4(C)[C@H]3CC[C@@]21C
    -3.8	i	i	i	i	i	-0.4	i	i	-3.6	i
> COc1ccccc1NC(=O)Nc1ccnn1C1CCN(C(=O)c2cscn2)CC1
    -4.9	i	i	i	i	i	1.0	i	i	-1.2	i
> CC1(C)CC(NC(=O)Cc2ccccc2[N+](=O)[O-])CC(C)(C)N1
    0.0	i	i	i	i	i	-0.5	i	i	-28.2	i
> COc1ccc(S(=O)(=O)N(C)CC(=O)NCc2ccco2)cc1OC
    -0.3	i	i	i	i	i	-2.2	i	i	3.2	i
> CC(C)c1ccc(N2C(=NC(=O)C3CCCO3)SC3CS(=O)(=O)CC32)cc1 (centres undefined)
    -10.1	i	i	i	i	i	-0.2	i	i	-9.4	i
> O=C(CCNS(=O)(=O)c1ccc(Br)cc1)NCc1ccc2c(c1)OCO2
    -15.1	i	i	i	i	i	-0.4	i	i	8.0	i
> O=C(COc1ccccc1[N+](=O)[O-])NNC(=O)Nc1cccc2ccccc12
    3.3	i	i	i	i	i	-0.3	i	i	-0.7	i
> O=C(Cc1ccc(F)cc1)OCN1C(=O)c2ccccc2C1=O
    -0.7	i	i	i	i	i	-1.0	i	i	-2.1	i
> Cc1cc(C)n(/N=C/c2cc([N+](=O)[O-])ccc2O)c(=O)c1
    2.9	i	i	i	i	i	-0.1	i	i	14.5	i
> CC/C(=N\NC(=O)c1ccc(N(C)C)cc1)c1ccccc1
    -8.4	i	i	i	i	i	-41.3	i	i	-12.5	i
> CCCCn1c(=O)[nH]c(=O)c2c1nc(-c1ccc(-c3ccccc3Br)o1)n2CCOC
    15.2	i	i	i	i	i	-0.6	i	i	7.9	i
> CC1CCCN(S(=O)(=O)c2ccc(C(=O)Nc3nnc(-c4ccccn4)o3)cc2)C1 (centres undefined)
    5.6	i	i	i	i	i	-0.1	i	i	9.3	i
> CC(C)=C1C2C=CC1C1C(=O)N(c3ccc4c(c3)OCO4)C(=O)C21 (centres undefined)
    3.7	i	i	i	i	i	1.2	i	i	-2.1	i
> O=C(NCc1ccco1)c1ccc(-c2ccccc2Cl)o1
    -17.9	i	i	i	i	i	1.6	i	i	?	i
> Cc1ccc(Nc2cc(C)nc3ncnn23)c(C)c1
    1.8	i	i	i	i	i	1.3	i	i	8.1	i
> Cc1ccc(C(=O)Nc2cccnc2)cc1[N+](=O)[O-]
    9.5	i	i	i	i	i	0.5	i	i	0.0	i
> CC1CCCCN1C(=O)CSCC(=O)Nc1nc(-c2cccs2)cs1 (centres undefined)
    -4.3	i	i	i	i	i	1.4	i	i	8.7	i
> Cc1cc(-c2nnc(SCC(=O)N3C(C)CCCC3C)o2)no1 (centres undefined)
    7.9	i	i	i	i	i	0.2	i	i	-3.5	i
> COC(=O)C1=C(C)N(C)C(=S)NC1c1ccc(Cl)cc1 (centres undefined)
    0.7	i	i	i	i	i	-0.4	i	i	0.3	i
> CC1(C)CC2CC(C)(CN2Cc2cccc([N+](=O)[O-])c2)C1 (centres undefined)
    -0.4	i	i	i	i	i	-1.5	i	i	-3.4	i
> CC(C)CNC(=O)NC(=O)COC(=O)c1cccc(NS(=O)(=O)c2ccc(F)c(F)c2)c1
    12.1	i	i	i	i	i	-0.7	i	i	8.7	i
> Cn1nc(C(F)(F)F)c2cc(C(=O)Nc3ccc(F)cc3)sc21
    -6.6	i	i	i	i	i	-0.5	i	i	12.8	i

# Bioassay records deposited in PubChem by several laboratories.
